USP1 inh = blocks the human USP1/UAF1 deubiquitinase complex; recombinant USP1/UAF1, Ub-Rhodamine cleavage fluorescence; O94782; Potency, µM (titrated, usually from 57.1 µM), for inactives: at the highest dose activity change, negative = inhibition, actives largely listed as inhibitors; AID 743255; actives 0.23% (n = 390,000); also: potency is read from the fitted curve at half-maximal effect; % is scaled to controls: 0 for no effect and ±100 for the full control effect; nearly all actives have a fitted effect of over 60% in size; inactives centre near -12
Target sequence (O94782 whole entry, looked up): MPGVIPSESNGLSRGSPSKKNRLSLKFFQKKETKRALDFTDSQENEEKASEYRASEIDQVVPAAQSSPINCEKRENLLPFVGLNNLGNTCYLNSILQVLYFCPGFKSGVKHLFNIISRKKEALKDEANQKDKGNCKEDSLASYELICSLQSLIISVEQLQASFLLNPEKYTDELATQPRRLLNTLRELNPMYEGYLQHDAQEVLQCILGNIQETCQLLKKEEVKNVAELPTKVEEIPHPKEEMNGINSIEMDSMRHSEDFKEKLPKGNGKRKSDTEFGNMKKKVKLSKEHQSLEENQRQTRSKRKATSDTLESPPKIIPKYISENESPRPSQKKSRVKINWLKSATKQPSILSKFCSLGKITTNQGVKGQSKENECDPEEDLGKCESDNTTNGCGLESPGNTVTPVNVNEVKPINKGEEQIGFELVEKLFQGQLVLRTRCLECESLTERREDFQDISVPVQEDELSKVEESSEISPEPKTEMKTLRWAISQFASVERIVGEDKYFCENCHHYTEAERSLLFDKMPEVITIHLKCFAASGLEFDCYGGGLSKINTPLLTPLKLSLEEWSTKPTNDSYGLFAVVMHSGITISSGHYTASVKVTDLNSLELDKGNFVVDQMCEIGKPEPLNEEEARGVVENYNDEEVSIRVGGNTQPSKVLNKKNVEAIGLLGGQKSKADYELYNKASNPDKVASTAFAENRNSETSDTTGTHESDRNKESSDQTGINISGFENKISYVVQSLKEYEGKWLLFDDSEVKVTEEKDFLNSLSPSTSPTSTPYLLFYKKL
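USP1/UAF1 complex (1 nM) preincubated 15 min at room temperature with compound, then Ub-Rho substrate (150 nM final) added. Kinetic fluorescence at 480/540 nm over 6 reads at 60 s intervals; 50 mM HEPES pH 7.8, 0.5 mM EDTA, 0.1 mg/ml BSA, 1 mM TCEP, 0.01% Tween-20.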
RGS4 inhibitor = blocks human RGS4-accelerated GTP hydrolysis; actives 0.039% (n = 390,000); Potency, µM (highest dose often 114 µM), inactives show at the top dose activity change, negative = inhibition, actives largely listed as inhibitors; AID 504845; Transcreener GDP fluorescence polarization, RGS4-accelerated GTP hydrolysis; also: potency is read from the fitted curve at half-maximal effect; % is scaled to controls: 0 for no effect and ±100 for the full control effect; nearly all actives have a fitted effect of over 75% in size; some results filed as inactive show a strong effect at the top dose
Target sequence (P49798 whole entry, looked up): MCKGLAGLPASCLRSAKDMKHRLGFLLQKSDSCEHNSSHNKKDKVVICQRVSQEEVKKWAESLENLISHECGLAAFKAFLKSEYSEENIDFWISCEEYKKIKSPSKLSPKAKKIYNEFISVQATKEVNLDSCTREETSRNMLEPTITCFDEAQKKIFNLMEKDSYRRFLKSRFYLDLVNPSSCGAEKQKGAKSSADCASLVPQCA
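MLSMR compounds (23 nl, pin-transferred) preincubated 10 min at room temperature with a 500nM (2x) first reagent, then RGS4 at 900nM (2x) plus Transcreener GDP mix added; fluorescence polarization (620/688 nm) read before and after 90 min at 30 °C.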
Vif-A3F inh = blocks the Vif interaction with APOBEC3F | actives 0.2% (n = 390,000) | AID 602313 | HeLa A3F-eYFP + Vif (tagged APOBEC3F with the HIV-1 protein that degrades it), YFP fluorescence increase | Potency, µM (series often up to 46.1 µM), inactives show top-dose activity, negative = active; also: potency is read from the fitted curve at half-maximal effect; % of control where 0% means no effect; nearly all actives have a fitted effect of over 65% in size
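Fluorescence increase (Ex 488/Em 500-530) after overnight compound treatment at 37 deg C flags inhibition of Vif-driven A3F-eYFP loss in stable HeLa A3F-eYFP/Vif cells seeded overnight beforehand.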
TrxR1 substrate = substrates of rat thioredoxin reductase 1. O89049. purified TrxR1 substrate turnover, NADPH consumption readout. Potency, µM (highest dose often 114 µM), inactives show top-dose activity change, negative = substrate turnover. actives 0.01% (n = 390,000); also: potency is read from the fitted curve at half-maximal effect; % is scaled to controls: 0 for no effect and ±100 for the full control effect; nearly all actives have a fitted effect of over 50% in size
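Rat TrxR1, dispensed at 90 nM, was prereduced with 400 uM NADPH (final) for 5 min at ~22 deg C, then incubated with compound 15 min before 400 uM selenite. A first-read NADPH fluorescence drop versus no-compound background flagged substrates.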
Vif-A3G inh = inhibitors of Vif-APOBEC3G interaction; Q9HC16; HeLa A3G-eYFP + Vif (tagged APOBEC3G with the HIV-1 protein that degrades it), YFP fluorescence, overnight; Potency, µM (highest dose often 46.1 µM), inactives show at the top dose activity, negative = active, usual class: inhibitors; actives 0.076% (n = 410,000); AID 602310;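 also: potency is read from the fitted curve at half-maximal effect; % is scaled to controls: 0 for no effect and ±100 for the full control effect; nearly all actives have a fitted effect of over 60% in size; hits raise eYFP signal because A3G escapes Vif-driven loss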
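HeLa cells stably expressing Vif and C-terminally eYFP-tagged A3G, seeded overnight at 37 deg C, then exposed to compound by pintool overnight at 37 deg C. Rise in yellow fluorescence (Ex 488/Em 500-530, Acumen) marks blocked Vif-driven A3G degradation.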
rTrxR1 inhibitor = rat TrxR1 inhibition; actives 1% (n = 390,000); recombinant rTrxR1, NADPH fluorescence consumption, selenite substrate; AID 588453; O89049; Potency, µM (top dose mostly 114 µM), without a hit: top-dose activity change, negative = inhibition, hits mostly inhibitors; also: potency is read from the fitted curve at half-maximal effect; % is scaled to controls: 0 for no effect and ±100 for the full control effect; nearly all actives have a fitted effect of over 65% in size
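Rat TrxR1 (90 nM in the dispensed reagent) was pre-reduced with 400 uM NADPH for 5 min at room temperature, then incubated with compound for 15 min. After 400 uM selenite was added, NADPH fluorescence (Ex 340/Em 450 nm) was followed for 8 min.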
Glioma ERSR ind = induces the endoplasmic reticulum stress response in human glioma cells. U87-MG GRP78 promoter luciferase reporter, 16 h. Potency, µM, without a hit: at the top dose activation, usual class: activators. actives 0.02% (n = 420,000). AID 602332; also: potency is read from the fitted curve at half-maximal effect; series mostly up to about 76 µM; % of control where 0% means no effect; nearly all actives have a fitted effect of over 35% in size
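Stably transfected U87-MG glioma cells carrying a GRP78-based luciferase sensor; 16 h compound incubation. Luminescence end-point read 10 min after Bright-Glo addition at room temperature.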
mIDH1 inhibitor = blocks human mutant IDH1 R132H enzyme; AID 602179; O75874; Potency, µM (titrated, usually from 76.6 µM), for inactives: at the top dose activity change, negative = inhibition, hits mostly inhibitors; actives 0.093% (n = 390,000); IDH1-R132H enzyme, NADPH consumption, diaphorase/resazurin fluorescence; also: potency is read from the fitted curve at half-maximal effect; % is scaled to controls: 0 for no effect and ±100 for the full control effect; nearly all actives have a fitted effect of over 65% in size
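IDH1-R132H (0.5 ug/mL dispensed) in pH 7.5 Tris buffer was preincubated 30 min with compound, then given a substrate mix of 0.016 mM NADPH and 2 mM alpha-KG for 80 min at room temperature; remaining NADPH was read by diaphorase/resazurin fluorescence.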
LDHA block = inhibitors of human lactate dehydrogenase A; P00338; purified LDHA, NADH/diaphorase-resazurin fluorescence; hits give low values; activity change, % (values are at about 110 or 230 µM); actives 0.15% (n = 480,000); AID 1347041; in the data active = activity change below about -30%; inconclusive = mostly about -25% to -30%;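 also: plate controls were DMSO wells for no effect and wells without enzyme for full effect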
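Resorufin fluorescence (ex540/em590), read at 0 and 20 min after diaphorase/resazurin addition, reports the NADH left after a 5 min room-temperature reaction of 2 nM human LDH5 with 0.06 mM NADH and 0.2 mM pyruvate.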
An asterisk follows results filed as active; ? = inconclusive; nt = not tested or not shown; & = joins results of further samples; [ ] = remark or other dose. Unless noted, calls follow the shape of the dose curve; as a rule, active = well fitted curve in the direction sought with a large enough effect; inconclusive = small, poorly fitted or top-dose-only effect, or another doubt; inactive = no such curve, though single readings can be large; an effect the other way counts as inactive or inconclusive. Some of the compounds tested; count on the stated rates, not on these rows.

SMILES	USP1 inh	RGS4 inhibitor	Vif-A3F inh	TrxR1 substrate	Vif-A3G inh	rTrxR1 inhibitor	Glioma ERSR ind	mIDH1 inhibitor	LDHA block
Cc1ccc(NC(=O)Nc2nnc(N(CC(C)C)CC(C)C)s2)cc1Cl	-19%	-3%	nt	-6%	nt	5%	nt	nt	0
O=C(OCC#CCSc1nnc(-c2cccc3ccccc23)o1)c1ccc2ccccc2c1	nt	16%	-4%	40%[activator][57.1 µM]	-2%	64%[activator]	3%	nt	-1
NC(=O)c1ccc(NC(=O)COC(=O)/C=C/c2cccs2)cc1	-16%	-13%	8%	-17%[57.1 µM]	0%	21%[57.1 µM]	1%	10%	0
Cc1cc(OCC(=O)NNC(=O)c2ccncc2)cc(C)c1Cl	-19%	17%	2%	5%	-16%	23%	0%	10%	1
Nc1cc(C(=O)OCC(=O)NNC(=O)c2ccccc2)ccc1Cl	-1%	4%	2%	9%	2%	19%	-5%	8%	-4
COc1cc(/C=C/C(=O)OCC(=O)N(C)C2CCS(=O)(=O)C2)ccc1OC(F)F (stereo not given)	-8%	-12%	1%	2%	0%	?	-4%	7%	-2
NNC(=O)c1cc2cc(Oc3ccccc3)ccc2[nH]1	-24%	-19%	2%	15%[57.1 µM]	-1%	11%[57.1 µM]	-3%	-7%	-5
CN(C)c1ncnc2c1ncn2CCn1cnc2c(N(C)C)ncnc21	-11%	13%	4%	-2%	2%	9%	-4%	-8%	-6
CN(C)c1cc(N/N=C\c2ccccc2)nc(N(C)C)n1	?	-2%	-3%	-10%	-9%	8%	-5%	11%	9
O=C(CN1CCCN(Cc2ccc(F)cc2)S1(=O)=O)NC1CCCC1	-10%	9%[56.9 µM]	2%	-9%	-1%	0%	-6%	24%	-7
Cc1ccccc1Cn1c2ccccc2c2cnn(CC(=O)N3CCN(c4ccccc4)CC3)c(=O)c21	-17%	3%	3%	16%	1%	16%	0%	3%	-19
CCn1c(C)cc(/C=C2\NC(=O)N(CC(=O)Nc3ccc(F)cc3)C2=O)c1C	-9%	-10%	5%	-2%[57.1 µM]	0%	14%[57.1 µM]	0%	3%	2
CN(CC(=O)Nc1ccccc1C(F)(F)F)C(=O)c1cc2c(s1)CCCCC2	-6%	0%	-17%	-1%	-3%	13%	0%	3%	-3
CCCCCCCCNC(=O)c1cccnc1SCC(=O)Nc1ccc(OC)cc1OC	-9%	21%	2%	5%[57.1 µM]	-3%	14%[57.1 µM]	-4%	-10%	-8
CCOCCCNC(=O)c1ccc2c(c1)N(CC)C(=O)c1ccccc1S2=O (stereo not given)	-22%	-17%	-5%	0%	?	6%	-2%	10%	-1
CN1C(=O)C2(SCC(=O)N2c2ccc(F)cc2)c2ccccc21 (stereo not given)	-29%	-3%	0%	6%	-2%	41%[activator]	-4%	-12%	2
CCCCNC(=O)c1ccc2c(c1)NC(=O)C(CS(=O)(=O)Cc1cccc(C)c1)N2 (stereo not given)	?	-33%	?	10%	2%	9%	-1%	0%	-5
CCc1ccc(NC(=O)Nc2ccccc2OCc2cc(=O)n3ccccc3n2)cc1	-19%	24%	-14%	5%[57.1 µM]	1%	39%[57.1 µM]	2%	-15%	-6
Cn1cc(SCC(=O)N2CCOCC2)c2ccccc21	-21%	19%	5%	3%[57.1 µM]	0%	13%[57.1 µM]	5%	-8%	-2
CCc1cc(=O)oc2c(C)c(OC(C)C(=O)N3CC[C@@]4(O)CCCC[C@H]4C3)ccc12 (stereo not given in full)	14%	20%	-7%	23%	1%	-6%	-4%	-5%	-3
Cc1ccc2c(c1)C(SCC(=O)NCCc1ccccc1)CC1(CCCC1)O2 (stereo not given)	-13%	19%	-2%	-4%[57.1 µM]	-3%	-1%[57.1 µM]	-1%	-9%	-3
CC(C)(C)n1ncc2c(=O)n(Cc3ccc(Cl)c(Cl)c3)cnc21	-18%	10%	1%	7%[57.1 µM]	1%&0%	22%[57.1 µM]	1%&-2%	-7%	-7
COC(=O)c1cccc(NC(=O)CSc2nnc(C3CC3)n2C)c1	-15%	2%	3%	11%[0.0914 µM]	-3%	10%[57.1 µM]	-7%	5%	-4
O=C(NCCN1CCc2ccccc2C1)Nc1ccc([N+](=O)[O-])cc1	-8%	-2%	1%	-8%	-1%	-2%	-5%	1%	3
O=S(=O)(c1ccc(F)cc1)N1CCN(c2ccccn2)CC1	-16%	9%	10%	12%	-2%	22%[57.1 µM]	-3%	2%	-2
Cn1cccc1C(C#N)(CC#N)c1cccc(F)c1C#N (stereo not given)	-12%	-8%	-20%	6%[57.1 µM]	2%	11%[57.1 µM]	-4%	0%	-5
C=CCOc1nc(N2CCCC2)nc(N2CCCC2)n1	-12%	1%	5%	0%	0%	2%	-4%	2%	-5
O=C(c1cc(COc2cccc3cnccc23)on1)N1CCC(c2ccccc2Cl)C1 (stereo not given)	-15%	3%	-1%	2%	1%	0%	-4%	-7%	0
CCn1cc(S(=O)(=O)Nc2cc(F)ccc2C)cn1	-13%	13%	?	11%[57.1 µM]	-4%	21%[57.1 µM]	-1%	-1%	1&-6
Cc1cc(NC(=O)NC2(C(F)(F)F)Oc3ccc(Cl)cc3O2)no1 (stereo not given)	-7%	-20%	-16%	4%	-13%	-12%	5%	1%	20

Single records, from the list above. Order of values: USP1 inh, RGS4 inhibitor, Vif-A3F inh, TrxR1 substrate, Vif-A3G inh, rTrxR1 inhibitor, Glioma ERSR ind, mIDH1 inhibitor, LDHA block
C=CCOc1nc(N2CCCC2)nc(N2CCCC2)n1 as listed: -12%, 1%, 5%, 0%, 0%, 2%, -4%, 2%, -5
COC(=O)c1cccc(NC(=O)CSc2nnc(C3CC3)n2C)c1 as listed: -15%, 2%, 3%, 11%[0.0914 µM], -3%, 10%[57.1 µM], -7%, 5%, -4
Cn1cccc1C(C#N)(CC#N)c1cccc(F)c1C#N (stereo not given) as listed: -12%, -8%, -20%, 6%[57.1 µM], 2%, 11%[57.1 µM], -4%, 0%, -5
Cc1ccc2c(c1)C(SCC(=O)NCCc1ccccc1)CC1(CCCC1)O2 (stereo not given) as listed: -13%, 19%, -2%, -4%[57.1 µM], -3%, -1%[57.1 µM], -1%, -9%, -3

Remaining list, next part
SMILES	USP1 inh	RGS4 inhibitor	Vif-A3F inh	TrxR1 substrate	Vif-A3G inh	rTrxR1 inhibitor	Glioma ERSR ind	mIDH1 inhibitor	LDHA block
COc1ccc(-c2nnn(Cc3ccccc3)n2)cc1	-30%	-33%	-6%	-9%[57.1 µM]	-2%	13%	1%	1%	-3
Cc1ccc(C(=O)Nc2nc3ccc(S(C)(=O)=O)cc3s2)s1	-8%	-47%	-14%	-7%	-8%	-1%	?	9%	-11
COCCNC(=O)c1ccccc1NC(=O)C1COc2ccccc2O1 (stereo not given)	-2%	-28%	-2%	-4%	-1%	-6%	-6%	-7%	-12
COc1cccc(/C=N/NC(=O)C(c2ccncc2)N2CCOCC2)c1 (stereo not given)	-15%	-17%	3%	6%[11.4 µM]	1%	23%[11.4 µM]	-4%	2%	-7
O=C(NCc1ccc2c(c1)OCO2)C1CCCN1S(=O)(=O)c1ccc(F)cc1 (stereo not given)	-11%	6%	9%	-4%	-1%	3%	0%	6%	-4
O=C(Cc1ccccc1F)Nc1cccc(S(=O)(=O)N2CCOCC2)c1	-11%	4%	-8%	-11%	-4%	-18%	-1%	-1%	-4
CCOc1ccc(N2C(=O)/C(=C/c3cccs3)N(CC(=O)OC)C2=S)cc1	-15%	-5%	-16%	2%	3%	12%	-5%	0%	0

Only Vif-A3F inh and mIDH1 inhibitor (four entries from above):
SMILES	Vif-A3F inh	mIDH1 inhibitor
Cc1ccc(C(=O)Nc2nc3ccc(S(C)(=O)=O)cc3s2)s1	-14%	9%
COCCNC(=O)c1ccccc1NC(=O)C1COc2ccccc2O1 (stereo not given)	-2%	-7%
COc1cccc(/C=N/NC(=O)C(c2ccncc2)N2CCOCC2)c1 (stereo not given)	3%	2%
O=C(NCc1ccc2c(c1)OCO2)C1CCCN1S(=O)(=O)c1ccc(F)cc1 (stereo not given)	9%	6%
